S1P4 antag: blocks the human S1P4 receptor; AID 1510; S1P4-expressing cells, antagonist mode, reporter read-out; inhibition, % at 4.98 µM; 0.26% of 220,000 active; O95977; in the data active = inhibition above about 29%;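 note: 0% = wells stimulated with agonist and 100% = vehicle wells without agonist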
Target sequence (O95977 whole entry, looked up): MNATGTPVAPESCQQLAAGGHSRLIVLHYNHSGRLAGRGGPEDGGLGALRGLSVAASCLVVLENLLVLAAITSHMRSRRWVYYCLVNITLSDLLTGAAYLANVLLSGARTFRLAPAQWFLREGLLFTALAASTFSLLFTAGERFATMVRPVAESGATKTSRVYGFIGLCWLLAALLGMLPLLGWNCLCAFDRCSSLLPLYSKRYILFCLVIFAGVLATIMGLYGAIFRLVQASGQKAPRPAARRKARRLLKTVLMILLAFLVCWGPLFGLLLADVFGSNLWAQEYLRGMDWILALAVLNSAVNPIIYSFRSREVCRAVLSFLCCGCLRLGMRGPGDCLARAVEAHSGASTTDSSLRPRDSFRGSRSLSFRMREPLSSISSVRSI
S1P4 agonist: human S1P4 receptor agonism; O95977; S1P4-expressing cell line, agonist reporter assay; activation, % at 4.98 µM; 0.35% of 220,000 active; AID 1509; in the data active = activation above about 11%;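 note: 0% = DMSO vehicle and 100% = reference agonist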
NPY-Y1 antag: NPY-Y1 (human) receptor antagonism | 1% of 200,000 active | AID 1040 | inhibition, % at 3.6 µM | HEK293-CNG Y1 cells, membrane potential fluorescence; NPY at EC95, then isoproterenol;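 active = inhibition above the campaign mean inhibition of all tested compounds plus 3 SD, cut at about 20% in these data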;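 note: 0% = DMSO wells given NPY plus isoproterenol and 100% = isoproterenol alone without NPY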
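Material: Y1- and CNG-channel-expressing HEK293 cells / Probe or stimulus: NPY 25 nM then isoproterenol 1 µM plus Ro 20-1724 25 µM / Doses: 3.6 µM single dose, DMSO 0.4% / Schedule: compound incubation 1 h at room temperature, readout 45 min post-stimulation / Signal: membrane potential fluorescence / Benchmarks: isoproterenol-only wells as full block versus NPY-plus-isoproterenol wells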
BaF3 parental: parental Ba/F3 viability inhibition as JAK2V617F counter-screen; CellTiter-Glo ATP luminescence; inhibition, % at 5.6 µM; 1.1% of 220,000 active; AID 1486;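 active = inhibition above a per-campaign cutoff, the mean inhibition of all tested compounds plus 3 SD, cut at about 27% in these data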;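 note: 0% = DMSO wells and 100% = JAK Inhibitor I control wells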
Ba/F3 V617F tox: loss of viability in JAK2V617F-driven Ba/F3 cells. inhibition, % at 5.6 µM. Ba/F3 EpoR-JAK2V617F viability, ATP luminescence. 1.1% of 220,000 active;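 active = inhibition above the campaign mean plus 3 SD over all tested compounds, cut at about 24% in these data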;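 note: cytokine-independent growth of Ba/F3 cells driven by EpoR plus mutant JAK2; 0% = DMSO-treated cells and 100% = JAK inhibitor I control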
NPY-Y2 PAM-ag: potentiators or agonists of human neuropeptide Y receptor Y2. 0.45% of 220,000 active. activation, % at 3.6 µM. P49146. cells expressing NPY-Y2, potentiator/agonist read-out; in the data active = activation above about 27%;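 note: cells stimulated with NPY near EC25 plus isoproterenol at EC100; 0% = vehicle plus submaximal agonist and 100% = vehicle plus saturating agonist; some results beyond the cut were filed as inactive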
Target sequence (P49146 whole entry, looked up): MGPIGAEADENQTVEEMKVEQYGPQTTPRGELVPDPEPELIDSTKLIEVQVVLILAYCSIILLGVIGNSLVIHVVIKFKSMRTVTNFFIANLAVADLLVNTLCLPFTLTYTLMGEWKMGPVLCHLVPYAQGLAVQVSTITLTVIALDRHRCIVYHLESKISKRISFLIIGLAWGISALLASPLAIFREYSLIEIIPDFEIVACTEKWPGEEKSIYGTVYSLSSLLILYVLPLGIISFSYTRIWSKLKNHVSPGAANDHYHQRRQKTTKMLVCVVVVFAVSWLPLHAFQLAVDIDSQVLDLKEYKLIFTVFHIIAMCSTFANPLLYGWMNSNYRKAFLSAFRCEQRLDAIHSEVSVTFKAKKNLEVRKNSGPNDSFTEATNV
RBBP9 inh: human RBBP9 hydrolase inhibition. inhibition, % at 7.94 µM. 0.2% of 220,000 active. recombinant RBBP9, FP-Rh probe fluorescence polarization;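 active = inhibition above the campaign mean of all tested compounds plus 3 SD, cut at about 14% in these data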;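 note: plate controls were DMSO wells with RBBP9 for no effect and wells lacking RBBP9 protein for full effect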
Target sequence (O75884 whole entry, looked up): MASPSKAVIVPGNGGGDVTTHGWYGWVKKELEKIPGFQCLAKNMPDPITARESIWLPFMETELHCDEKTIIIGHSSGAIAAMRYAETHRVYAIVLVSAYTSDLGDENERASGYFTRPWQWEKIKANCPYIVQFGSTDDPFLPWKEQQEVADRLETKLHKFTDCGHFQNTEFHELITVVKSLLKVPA
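Measured by – fluorescence polarization · Test system – RBBP9 protein · Input – 2.5 µM RBBP9 dispensing solution, before mixing · Measure – percent inhibition from mP, scaled between DMSO and no-protein wells · Benchmarks – DMSO-treated enzyme wells and wells lacking RBBP9 · Times – preincubation 30 min plus labeling 45 min at 25 °C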
Runt-CBFb FRET: Runt domain-CBFb interaction inhibition. Q01196+Q13951. Cerulean-Runt/Venus-CBFb FRET ratio 530/480, 1 h. inhibition, % at 20 µM. 0.46% of 220,000 active. AID 1496;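 active = inhibition over about 50% at 20 µM in the single-dose screen, limit read from the data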;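 note: 0% = DMSO wells and 100% = excess unlabeled CBFb competitor control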
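Doses: 20 µM compound in 1% DMSO | Material: Cerulean-labeled Runt domain protein | Amount: Each fluorescent fusion protein 100 nM | Schedule: Two 1 h room-temperature incubations shielded from light | Measured by: FRET fluorescence | Evaluation: Loss of energy transfer signal | Controls: Unlabeled CBFb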
NPY1 pot ag: human NPY-Y1 potentiation or agonism, primary screen; P25929; NPY-Y1 expressing cells, potentiator/agonist activation; activation, % at 3.6 µM; 0.37% of 220,000 active; AID 1304; in the data active = activation above about 33%, passing the limit was not always enough;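 note: cells stimulated with NPY at EC10 then isoproterenol at EC100; 0% = low agonist plus stimulus and 100% = saturating agonist plus stimulus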
Starred values were filed as active, the others as inactive; / = no result given.

SMILES | S1P4 antag | S1P4 agonist | NPY-Y1 antag | BaF3 parental | Ba/F3 V617F tox | NPY-Y2 PAM-ag | RBBP9 inh | Runt-CBFb FRET | NPY1 pot ag
CC1(C)OC(=O)C(=NNc2ccc(C(=O)O)cc2)C(=O)O1 | 12 | 1.9 | / | -1 | -1 | -4 | -7 | 1 | 4
O=C1N(c2cccc3ccccc23)C(c2ccccc2)N2CCCN12 (configuration not stated) | -5 | -0.3 | -6 | 11 | 3 | 14 | 4 | -1 | 10
COc1ccc(-n2c(=O)c3ccccc3n(CC(=O)NC3CCCC3)c2=O)c(OC)c1 | -37 | 2.0 | -1 | 3 | 2 | -11 | -9 | -1 | 14
N/C(CN1CCCC1=O)=N\OC(=O)c1ccccc1Cl | -10 | 1.8 | 0 | 5 | 4 | -4 | 6 | -1 | -8
Cc1ccc(CNC(=O)CC2C(=O)Nc3c2c(=O)n(C)c(=O)n3Cc2ccccc2)cc1 (configuration not stated) | -27 | -0.6 | -1 | -1 | 0 | 5 | -9 | -1 | -1
CC(C)(C)NC(=O)Cn1c(=O)oc2ccc(Cl)cc21 | 1 | -0.4 | 5 | 1 | -2 | 4 | -1 | / | 1
CC(Sc1nnnn1C)C(=O)Nc1ccccc1-c1ccccc1 (configuration not stated) | -1 | 0.1 | -8 | 6 | -2 | -3 | -8 | 0 | 1
Cc1ccc(CSc2nnc(-c3ccco3)o2)cc1 | 15 | -2.4 | 4 | 1 | -2 | -4 | 0 | 0 | -14
CCOC(=O)NC(=O)CSc1nc2ccccc2[nH]1 | -9 | -0.6 | -2 | 2 | 1 | 17 | -9 | -1 | 13
CCOC(=O)C1=C(N)OC2=C(C(=O)CC(C)(C)C2)C1c1cccnc1 (configuration not stated) | -5 | -0.4 | 7 | 0 | -1 | 1 | 3 | -2 | 7
CCOc1ccccc1COC(=O)c1cccc(-n2cnnn2)c1 | 5 | -0.2 | 7 | 6 | 3 | -16 | -2 | -4 | -13
CC1Cc2cc(/C(O)=C3/C(=O)C(=O)N(CCCn4ccnc4)C3c3cccnc3)ccc2O1 (configuration not stated) | 3 | -3.3 | 2 | -2 | 3 | 7 | -4 | 1 | 1
COc1ccc(C(=O)N/N=C/c2ccccc2C(=O)O)cc1OC | -13 | -0.2 | / | -4 | -4 | -3 | -4 | -2 | 11
COc1cc(OC)cc(C(=O)NCCC(=O)NCCc2ccc(OC)c(OC)c2)c1 | -9 | 0.1 | -1 | 3 | 2 | -2 | -7 | 3 | -21
Cc1n[nH]c(C)c1C(=O)CC1(O)C(=O)N(CCc2ccccc2)c2ccc(Cl)cc21 (configuration not stated) | -7 | -0.5 | -5 | 1 | -1 | 5 | -2 | 1 | 8
C=CCS/C(N)=N\N=C\c1c(O)ccc2ccccc12 | 15 | 0.2 | / | -2 | 2 | 3 | -2 | 8 | -9
CC[C@@H](C)[C@H](NS(=O)(=O)c1ccc(C)cc1)C(=O)N1CCC(C(=O)NCC(=O)O)CC1 | -8 | -0.5 | 6 | 5 | 0 | -5 | -3 | -1 | -8
COC(=O)c1sc2nc(SCc3ccccc3C#N)n(N)c(=O)c2c1C | -13 | 1.7 | -1 | 3 | -3 | 10 | -5 | -3 | 3
CCC(C)(C)NC(=O)C(c1ccc(C)cc1)N(Cc1ccco1)C(=O)Cn1nnc2ccccc21 (configuration not stated) | -2 | -2.4 | 25* | 2 | -2 | -22 | 2 | -2 | -122
CCCn1nc(NC(=O)c2cccs2)c2cc3ccccc3nc21 | -3 | 0.9 | -2 | 0 | 0 | 9 | -4 | / | 13

Reprinted from the part before: 2 compounds; new compounds follow.
SMILES | S1P4 antag | S1P4 agonist | NPY-Y1 antag | BaF3 parental | Ba/F3 V617F tox | NPY-Y2 PAM-ag | RBBP9 inh | Runt-CBFb FRET | NPY1 pot ag
CCC(C)(C)NC(=O)C(c1ccc(C)cc1)N(Cc1ccco1)C(=O)Cn1nnc2ccccc21 (configuration not stated) | -2 | -2.4 | 25* | 2 | -2 | -22 | 2 | -2 | -122
CCCn1nc(NC(=O)c2cccs2)c2cc3ccccc3nc21 | -3 | 0.9 | -2 | 0 | 0 | 9 | -4 | / | 13
CC(=O)C(=Nc1ccc(Cl)cc1Cl)NNc1cccc(Cl)c1 | -7 | -5.7 | -7 | 6 | -1 | 33* | 32* | 25 | 39
O=C(Nc1ccc(Cl)cc1)N(C1=NCCC1)c1ccc(OC(F)F)cc1 | -10 | -0.5 | 2 | 9 | 4 | -33 | -7 | -3 | 20
COP(=O)(OC)c1nc(-c2cccc3ccccc23)oc1NCc1ccccc1 | -4 | 1.5 | 1 | 6 | 0 | 10 | -3 | -8 | -2
COCCn1c(SCc2nc3ccccc3c(=O)[nH]2)nnc1-c1ccncc1 | -5 | 2.5 | -9 | 3 | -3 | -1 | -10 | 1 | -1
COc1ccc(S(=O)(=O)CCC(=O)N(C)c2ccc(OC)cc2OC)cc1 | 11 | -0.5 | -4 | 9 | 5 | -21 | -8 | -4 | -2
Cc1cc(=O)n2c3ccccc3n(CC(O)CN3CCN(CCO)CC3)c2c1C#N (configuration not stated) | 18 | 1.9 | -7 | 8 | 2 | -4 | -5 | 0 | 9
CC(C)C(=O)Nc1cccc(C(=O)Nc2nnc(C(C)C)s2)c1 | -10 | 1.1 | -1 | 5 | -2 | 5 | 8 | 1 | -16
Cc1ccccc1C(C(=O)NCc1ccccc1)N(Cc1ccco1)C(=O)c1ccccn1 (configuration not stated) | -7 | 1.1 | 0 | 3 | 7 | -2 | -9 | 1 | 2
CCN(CC)C(=O)CSc1nc2cc(OC)c(OC)cc2c(=O)n1Cc1ccc(Cl)cc1 | -25 | -0.1 | -2 | 3 | -1 | 4 | -3 | -1 | 4
C[C@H](N=C1NS(=O)(=O)c2ccccc21)C(=O)OCc1cc([N+](=O)[O-])cc2c1OCOC2 | -31 | 0.5 | / | -6 | -5 | -16 | 1 | 0 | -7
Cc1ccc(N(CC(=O)NCc2ccc3c(c2)OCO3)S(C)(=O)=O)cc1 | -8 | -1.7 | 0 | 1 | 2 | -27 | -6 | -2 | -17
Oc1[nH]c2ccccc2c1/C=N/N1CCCCC1 | 0 | 0.3 | 1 | 0 | -4 | -4 | 3 | -2 | 10
O=C(OCc1ccccn1)c1ccc(COc2ccc3ccccc3c2)o1 | -8 | 0.0 | / | -11 | -2 | -14 | -12 | -2 | -6
CCCCSc1nnc(-c2ccc(C)cc2)n1C | -8 | 0.2 | 5 | 35* | 31* | -9 | -7 | -4 | 12
CC(C)Cn1c(CN2C(=O)c3ccccc3C2=O)nc2ccccc2c1=O | -8 | -0.3 | -1 | 0 | -4 | 5 | 3 | 1 | 2
Cc1cccc(-n2c(SCC(=O)NCc3ccco3)nnc2-c2ccco2)c1 | -16 | 1.4 | -5 | 3 | -2 | 11 | -7 | / | 27
COc1ccc(-n2c(SCC(=O)Nc3cccc4ccccc34)nc(O)cc2=O)cc1 | 4 | -0.9 | / | 0 | 3 | -3 | -21 | 2 | -1
CCOc1ccc(N2CC(C(=O)Nc3cccc(S(=O)(=O)NC4=NCCC4)c3)CC2=O)cc1 (configuration not stated) | -25 | 0.4 | / | 2 | -2 | 6 | 9 | 0 | 15
CC(=O)Nc1ccc(S(=O)(=O)NCCC(=O)NCCc2ccc(F)cc2)cc1 | 4 | 0.5 | 6 | -3 | -5 | 15 | -5 | -1 | 62*
CN(C)CCCNCC(=O)NN(c1ccccc1)c1ccccc1 | -8 | -0.9 | / | -2 | -6 | 0 | 3 | 1 | 19
COc1cccc(/C=N/NC(=O)Cn2cnc3c2c(=O)n(C)c(=O)n3C)c1OC | -4 | 1.0 | / | -1 | -2 | -7 | -10 | 0 | -15
CCSc1nc2ccccc2n1CC(=O)N1CCOCC1 | -4 | 1.5 | -1 | 3 | -2 | 4 | 5 | 1 | -25
CNC(=O)CSCCn1c(SCC(=O)NC)nc2ccccc2c1=O | -5 | -2.0 | 4 | 0 | -6 | 5 | 0 | 0 | 14
COc1ccc(C(=O)NCCSc2ccccc2)cc1 | -3 | -0.3 | -2 | 7 | 3 | -12 | -6 | -2 | -10
CC1(C)CC(NC(=O)c2ccncc2)CC(C)(C)N1O | -4 | -0.7 | -6 | 6 | -2 | 0 | -5 | 1 | -5
CCc1sc(C(=O)NCc2ccccc2)cc1C | -6 | 1.6 | 2 | 0 | -3 | 6 | -6 | -2 | -7
OCCNCCOc1ccc(Cl)c(Cl)c1 | -35 | 0.4 | 1 | 12 | 4 | -1 | -7 | 0 | -12
COCCNC(=S)NN=C1CCC(c2ccccc2)CC1 (configuration not stated) | -2 | 2.9 | 1 | 5 | -1 | 0 | -7 | 1 | 5
CC(=O)c1c(C)[nH]c(C(=O)NCCC2=CCCCC2)c1C | -2 | 0.9 | -3 | 7 | -1 | 6 | -4 | 1 | 3
CCc1cc(C(=O)c2ccc(OC)cc2)c(NC(=O)CN2CCCCC2)s1 | 9 | -0.8 | / | -3 | -3 | -41 | 3 | -1 | -32
O=C(CCS(=O)(=O)c1ccccc1)NCCS(=O)(=O)c1ccccc1 | -10 | -0.1 | 0 | 3 | 2 | -9 | -1 | -1 | -6
CCCc1nc2ccccc2c(=O)n1-c1ccc(C(=O)OCC)cc1 | 2 | 0.7 | -4 | 3 | 1 | 6 | 1 | / | -21
O=C(CC1(O)C(=O)Nc2ccccc21)c1ccc(-n2cnnn2)cc1 (configuration not stated) | -2 | 1.0 | -2 | 3 | -1 | -1 | -4 | 3 | 6
COc1ccc(CN/C(C)=C(/C#N)C(N)=O)cc1OC | 10 | 2.5 | -1 | 2 | -1 | 7 | -9 | 2 | 0
Cc1c(Cl)cccc1NC(=O)CCC(=O)NNC(=O)CCC(=O)O | -1 | 0.1 | -4 | 4 | -4 | 2 | -9 | 2 | 17
O=C(CCc1c[nH]c2ccccc12)NCC1COc2ccccc2O1 (configuration not stated) | 8 | 1.1 | -2 | 3 | 1 | -2 | -5 | 0 | -1
Cc1c(/C(O)=C2/C(=O)C(=O)N(CCN(C)C)C2c2ccc(C(C)C)cc2)cnn1-c1ccccc1 (configuration not stated) | 4 | 0.9 | / | -8 | -3 | 9 | -5 | -5 | 17
CCC[n+]1cn(/C(C(=S)Nc2cccc(Cl)c2C)=C(/[O-])c2ccc(OC)c(OC)c2)c2ccccc21 | 7 | 0.8 | -1 | 10 | -2 | 4 | -5 | 6 | 8
C/C(N)=C(/C#N)C(=O)CSc1nn(-c2ccc(Cl)cc2)c(=S)s1 | -12 | 1.1 | -7 | 10 | 5 | 35* | -9 | 3 | 10
Cc1ccc2cccc(NC(=S)NC(=O)c3ccccc3)c2n1 | 17 | -0.1 | 14 | 8 | 2 | -51 | -10 | 6 | -48

From PubChem
